Vif-A3F inh: inhibitors of Vif-A3F interaction. HeLa A3F-eYFP + Vif (tagged APOBEC3F with the HIV-1 protein that degrades it), YFP fluorescence increase. AID 602313. 390,000 tested, 0.2% active. Potency, µM (series often up to 46.1 µM), without a hit: top-dose activity, negative = active; note: potency is the fitted concentration of half-maximal effect; % of control where 0% means no effect; nearly all actives have a fitted effect of over 65% in size
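Fluorescence increase (Ex 488/Em 500-530) after overnight compound treatment at 37 deg C flags inhibition of Vif-driven A3F-eYFP loss in stable HeLa A3F-eYFP/Vif cells seeded overnight beforehand.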
D1 PAM: human D1 dopamine receptor positive modulation | P21728 | HEK293 TREx D1 cells, calcium flux, dopamine EC20 potentiation | potentiation, % at 10 µM | 360,000 tested, 0.036% active | AID 504651; in the data active = potentiation above about 30%; note: 0% is about no effect
Vif-APOBEC3G blk: blocks the Vif interaction with human APOBEC3G | 410,000 tested, 0.076% active | Potency, µM (doses to about 46.1 µM), without a hit: at the highest dose activity, negative = active, most hits filed as inhibitors | HeLa A3G-eYFP + Vif (tagged APOBEC3G with the HIV-1 protein that degrades it), YFP fluorescence, overnight | AID 602310;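 note: potency is the fitted concentration of half-maximal effect; % is set by controls: 0 for no effect and ±100 for the full control effect; nearly all actives have a fitted effect of over 60% in size; hits raise eYFP signal because A3G escapes Vif-driven loss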
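Read-out is eYFP fluorescence (Ex 488/Em 500-530) from Vif-expressing HeLa A3G-eYFP cells; more signal means A3G escaped Vif-mediated degradation. Cells plated overnight, compound pinned in, incubated overnight at 37 deg C.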
RXFP1 antag: RXFP1 (human) relaxin receptor antagonism; Q9HBX9; HEK293-RXFP1, relaxin-stimulated cAMP HTRF, 30 min; hits give low values; activity change, negative = inhibition, % at 57.5 µM; 350,000 tested, 0.59% active; AID 1259400;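 active = activity change of -60% or lower, but not beyond a set lower limit; inconclusive = change between -60% and -40%, or beyond the set limit; inactive = change above -40%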; note: % is set by controls: 0 for no effect and ±100 for the full control effect
Target sequence (Q9HBX9 whole entry, looked up): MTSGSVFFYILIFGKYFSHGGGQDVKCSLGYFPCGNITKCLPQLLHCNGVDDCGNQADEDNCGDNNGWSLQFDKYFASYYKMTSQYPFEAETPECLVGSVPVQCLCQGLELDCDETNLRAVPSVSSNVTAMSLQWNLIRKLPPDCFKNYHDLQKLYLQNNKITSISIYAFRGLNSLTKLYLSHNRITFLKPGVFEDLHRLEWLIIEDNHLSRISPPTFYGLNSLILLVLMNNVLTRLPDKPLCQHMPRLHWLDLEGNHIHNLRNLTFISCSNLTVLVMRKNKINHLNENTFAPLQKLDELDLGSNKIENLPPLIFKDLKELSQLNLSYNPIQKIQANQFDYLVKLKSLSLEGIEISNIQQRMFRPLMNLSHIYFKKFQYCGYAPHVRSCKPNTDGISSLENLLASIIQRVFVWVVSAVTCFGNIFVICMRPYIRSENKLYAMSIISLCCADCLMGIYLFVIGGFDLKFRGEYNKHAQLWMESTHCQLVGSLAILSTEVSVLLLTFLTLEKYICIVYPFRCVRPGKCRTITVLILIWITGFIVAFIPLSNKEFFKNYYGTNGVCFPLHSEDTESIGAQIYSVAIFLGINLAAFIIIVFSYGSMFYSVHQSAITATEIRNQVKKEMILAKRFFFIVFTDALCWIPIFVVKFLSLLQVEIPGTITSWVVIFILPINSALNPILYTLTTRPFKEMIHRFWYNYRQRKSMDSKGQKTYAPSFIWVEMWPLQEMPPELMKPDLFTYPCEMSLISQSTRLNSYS
D1 agonist: activates the human D1 dopamine receptor | AID 504660 | 360,000 tested, 1% active | P21728 | activation, % at 2 µM | HEK293 T-REx D1 cells, calcium flux, agonist mode; in the data active = activation above about 30%; note: 0% is about no effect
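Inducible HEK293 T-REx D1 cells, force-coupled to calcium signalling, were plated at 4000 cells/well with tetracycline and held overnight at 30 C. After no-wash calcium dye loading, compound-evoked calcium rise over 180 s flagged agonists.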
D1 antag: human D1 dopamine receptor antagonism; 360,000 tested, 3.2% active; HEK293 TREx D1 cells, calcium flux, dopamine EC80; hits give low values; activity change, negative = inhibition, % at 10 µM; in the data active = activity change below about -30%; note: % is set by controls: 0 for no effect and ±100 for the full control effect
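Kinetic fluorescence of a calcium dye serves as the read-out. D1-expressing Hek293 Trex cells, induced overnight at 30 C, are exposed to compound for 180 s before an EC80 dopamine addition, then read 180 s further.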
D2 PAM: positive allosteric modulators of human D2 dopamine receptor; P14416; HEK293 T-REx D2, calcium flux, EC20 dopamine potentiation; potentiation, % at 10 µM; 340,000 tested, 0.34% active; AID 485347;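 active = potentiation over 3 SD above the plate norm, cut at about 30% in these data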; note: 0% is about no effect
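Potentiation of an EC20 dopamine calcium response is measured in a force-coupled, tetracycline-inducible Hek293 Trex D2 line. Compound-only kinetic reads over 180 s flag agonists before dopamine addition.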
RXFP1 ag: agonists of human relaxin receptor RXFP1; HEK293T-RXFP1 cAMP TR-FRET, 30 min; response scale: percent of porcine relaxin response, buffer zero; Potency, µM (top dose mostly 57.5 µM), for the others: at the highest dose activation, actives largely listed as activators; 370,000 tested, 0.3% active; AID 2676; note: potency is the fitted concentration of half-maximal effect; % is set by controls: 0 for no effect and ±100 for the full control effect; nearly all actives have a fitted effect of over 60% in size; many of its hits are not listed in these tables
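HEK293T cells stably expressing RXFP1 were pretreated with the PDE4 inhibitor Ro 20174, exposed to compounds for 30 min at 37C, lysed, and cAMP was read by TR-FRET. Data normalized to buffer (basal) and 29 nM porcine relaxin (100%).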
Glioma ERSR ind: inducers of ER stress response in human glioma cells; U87-MG GRP78 promoter luciferase reporter, 16 h; AID 602332; Potency, µM, for inactives: top-dose activation, actives largely listed as activators; 420,000 tested, 0.02% active; note: potency is the fitted concentration of half-maximal effect; series mostly up to about 76 µM; % of control where 0% means no effect; nearly all actives have a fitted effect of over 35% in size
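Stably transfected U87-MG human glioma cells carrying a GRP78-based luminescent sensor were seeded at 1000 cells/well, pin-dosed with compounds and incubated 16 h. Luciferase reagent was then added, and end-point luminescence was read after 10 min at room temperature.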
* = called active by the depositor; ? = inconclusive; nt = no result given. Unless noted, calls come from the whole dose curve; as a rule, active = well fitted curve in the direction sought with a large enough effect; inconclusive = small, poorly fitted or top-dose-only effect, or another doubt; inactive = no such curve, though single readings can be large; an effect the other way counts as inactive or inconclusive. Not all compounds are listed; rates above refer to the full screens.

SMILES	Vif-A3F inh	D1 PAM	Vif-APOBEC3G blk	RXFP1 antag	D1 agonist	D1 antag	D2 PAM	RXFP1 ag	Glioma ERSR ind
COc1ccccc1CNC(=O)COC(=O)COc1ccccc1Cc1ccccc1	2%	-5	1%	-4	5	2	-9	1.8%	-3%
COc1ccc(Cc2nc(C(=O)Nc3ccccc3)cs2)cc1	-2%	-1	0%	-11	3	5	20	1.8%	-4%
CC(C)c1ccc(C2c3c(-c4ccccc4O)n[nH]c3C(=O)N2CCc2ccccc2)cc1 (stereo not given)	6%	4	-29%	-37	1	3	7	-0.2%	-3%
COCCn1c(SCC(=O)Nc2nnc(C)s2)nnc1-c1ccncc1	0%	-1	8%	-9	1	-11	14	2.1%	0%
CCOC(=O)Cc1csc(NC(=O)CSc2nc3sc(C(=O)O)c(C)c3c(=O)[nH]2)n1	-4%	5	1%	-4	2	-2	6	-0.9%	-1%
Nc1c(Br)cc(Br)c2c1-c1ccc([N+](=O)[O-])cc1C2	4%	nt	-1%	-4	nt	nt	nt	nt	-5%
COc1ccc(-c2nc(-c3cccc(C)c3)no2)cc1OC	0%	5	-1%	-19	1	-3	-4	-1.5%	4%
O=C(COC(=O)C1CCN(c2ccc(C(F)(F)F)cn2)CC1)NCc1ccc(Cl)cc1Cl	4%	0	1%	-6	12	-8	1	0.0%	-4%
O=C(O)CC1(CC(=O)Nc2ccc(Oc3cccc(C(F)(F)F)c3)nc2)CCCC1	-3%	0	-1%	0	3	-3	5	2.4%	-3%
CC(C)c1cc(C(=O)N2CCN(C(c3ccccc3)c3ccccc3)CC2)no1	-2%	-12	3%	-13	1	-20	-4	-0.7%	18%
COc1ccccc1N1CCN(C(=O)CCn2nc(C)c(S(=O)(=O)N3CCCC3)c2C)CC1	3%	0	7%	nt	1	-4	1	4.4%	-3%
CCOC(=O)c1c(C)nc(SCC(N)=O)c(C#N)c1-c1ccccc1	9%	-3	-4%	-13	7	-4	-5	2.7%	-5%
O=C(Oc1ccc(N2C(=O)C3C4CCC(C4)C3C2=O)cc1)c1ccco1 (stereo not given)	3%	-11	-3%	-19	0	-21	-3	1.0%	-3%
Cc1ccc2nc3[nH]c(=O)[nH]c(=O)c3c(N)c2c1	7%	nt	2%	4	nt	nt	nt	nt	-5%
CCOC(=O)Cn1c(=O)c2c(nc(N3CCCCC3)n2C)n(C)c1=O	7%	1	0%	-5	1	11	-1	1.1%	2%
CC(=O)N1CCc2c(sc(NC(=O)CSc3ccc(F)cc3)c2-c2nc3ccccc3s2)C1	-17%	-2	-4%	-3	2	nt	-8	9.1%	1%
Oc1ccccc1-c1nnc2n1CCCCC2	-24%	-11	2%	-6	6	8	-6	2.7%	-5%
Cc1ccc(NC(=O)CCc2nnc(SCC(=O)Nc3ccccc3C)n2C)cc1Cl	-10%	-5	2%	-17	1	2	8	2.6%	-6%
CCOC(=O)c1c(-c2ccc(OC)c(OC)c2)csc1NC(=O)C1CCCO1 (stereo not given)	7%	3	0%	-16	4	-15	0	1.0%	-4%
Cc1ccc(S(=O)(=O)N/N=C/c2cc([N+](=O)[O-])ccc2O)cc1[N+](=O)[O-]	3%	-2	-4%	-15	4	-4	11	-1.3%	1%
O=C(NCc1ccco1)C(c1ccncc1)N(C(=O)Cc1cccs1)c1ccccc1 (stereo not given)	-3%	0	1%	-24	3	-8	-1	-1.4%	-1%
COc1cc(NC(=O)CN2CCN(S(=O)(=O)/C=C/c3ccccc3)CC2)cc(OC)c1OC	-1%	-4	2%	0	-1	13	8	0.9%	-3%
Cc1ccc(C)c(CNC(=O)c2cnc3sc(N4CCCC4)nn3c2=O)c1	5%	-1	-6%	-6	-1	-29	1	2.5%	-2%
CN(C)S(=O)(=O)c1ccc(N2CCCC2)c(C(=O)Nc2ccccc2OC(F)F)c1	-20%	0	0%	3	-1	-13	-7	-1.7%	-5%

The last three compounds of the part before come first, to join the parts.
SMILES	Vif-A3F inh	D1 PAM	Vif-APOBEC3G blk	RXFP1 antag	D1 agonist	D1 antag	D2 PAM	RXFP1 ag	Glioma ERSR ind
COc1cc(NC(=O)CN2CCN(S(=O)(=O)/C=C/c3ccccc3)CC2)cc(OC)c1OC	-1%	-4	2%	0	-1	13	8	0.9%	-3%
Cc1ccc(C)c(CNC(=O)c2cnc3sc(N4CCCC4)nn3c2=O)c1	5%	-1	-6%	-6	-1	-29	1	2.5%	-2%
CN(C)S(=O)(=O)c1ccc(N2CCCC2)c(C(=O)Nc2ccccc2OC(F)F)c1	-20%	0	0%	3	-1	-13	-7	-1.7%	-5%
CCCCNC(=O)COC(=O)c1ccc(F)cc1Cl	9%	0	7%	11	-3	7	5	-0.2%	-5%
CCCCC(=O)Nc1ccc2c3c(cccc13)C(=O)N2CC	1%	-1	0%	-8	3	4	6	4.3%	1%
CCCCN(CC)C(=S)Nc1ccc2nc(N3CCN(C)CC3)cc(C)c2c1	6%	-2	4%	-4	1	16	11	5.4%	0%
Cc1ccnc(NS(=O)(=O)c2ccc(NC(=O)c3oc4ccc(F)cc4c3C)cc2)n1	2%	3	0%	9	0	18	2	0.4%	0%
CCn1c(SCC(=O)Nc2ccc(N3CCOCC3)cc2)nnc1-c1ccncc1	10%	-2	-2%	-11	3	5	6	-0.8%	-1%
Cc1ccc(OCC(=O)Nc2ccc3nc(SCC(=O)N4CCCC4)sc3c2)cc1	1%	1	-4%	-18	-3	-9	-4	1.2%	-4%
Cc1ccc(CNC(=O)CCS(=O)(=O)c2ccc(Cl)cc2)cc1	-18%	1	-1%	-5	2	-6	-5	0.7%	-3%
Cc1ccc(S(=O)(=O)N2CCOCC2)cc1NC(=O)COC(=O)CCc1c[nH]c2ccccc12	-10%	nt	1%	-12	nt	nt	nt	nt	-5%
O=C(CCNS(=O)(=O)c1ccccc1)N1CCCCCCC1	0%	-5	2%	-5	2	-2	17	0.8%	2%
Cc1ccc(N=C2NC(=O)C(CC(=O)O)S2)cc1 (stereo not given)	-1%	-2	1%	4	4	17	-2	-0.2%	-2%
O=C1CCCN2N=C(SCC(=O)Nc3ccccc3C(F)(F)F)SC2=N1	-5%	-3	-5%	0	2	1	-1	0.7%	-4%
CCc1ccc(-c2nn(-c3ccccc3)cc2C2SCC(=O)N2Cc2ccco2)cc1 (stereo not given)	-2%	-4	-1%	8	7	3	nt	2.1%	-3%
O=C(CSc1nnc(Cc2ccccc2)o1)Nc1ccc2c(c1)OCO2	-22%	5	0%	8	1	2	-7	-0.2%	?
CC(=O)C(C)Oc1ncn(-c2ccccc2)n1 (stereo not given)	-12%	5	0%	-14	1	-2	11	-1.1%	0%
Cc1ccc(N(CC(=O)N2CCN(c3cccc(C)c3C)CC2)S(=O)(=O)c2c(C)nn(C)c2C)cc1	1%	0	4%	nt	3	-43*	10	-0.3%	-3%
CNc1ccc(-c2nc(-c3ccco3)no2)cc1[N+](=O)[O-]	?	1	?	nt	4	-32*	-25	13%	-1%
CC(C)C(C(=O)OCC(=O)c1ccccc1)N1C(=O)C2C3C=CC(C3)C2C1=O (stereo not given)	2%	-4	1%	-10	1	5	3	0.3%	-4%
CC(=O)N1C(=O)/C(=C2\SC(=S)N(c3c(C)n(C)n(-c4ccccc4)c3=O)C2=O)c2ccccc21	-11%	15	-4%	-1	0	28	-2	-0.6%	-3%
O=C(NCc1cccnc1)c1ccc(-c2cc(Cl)ccc2Cl)o1	0%	-3	-10%	-4	4	7	-20	-2.1%	-5%
CCCN(C(=O)c1cc2c(s1)CCC2)c1c(N)n(Cc2ccccc2)c(=O)[nH]c1=O	1%	1	-2%	-1	0	-16	7	-3.3%	-2%
O=C(COC(=O)c1cccs1)NC1CCCC1	-2%	0	-1%	3	1	13	-6	0.5%	3%
CCN(CC)S(=O)(=O)c1ccc2oc(Nc3ccc(OC)cc3)nc2c1	3%	-16	7%	5	4	-13	0	-0.7%	1%
O=C(CCS(=O)(=O)c1ccc(Br)cc1)Nc1cc(F)ccc1F	8%	7	3%	8	0	-1	10	2.6%	-6%
O=C1OCC2=C1C(c1ccc(Cl)cc1)c1cc3c(cc1O2)OCO3 (stereo not given)	-1%	nt	?	-14	nt	nt	nt	nt	-2%
Cc1cc2c(c(SCC(=O)N(C)c3ccccc3)n1)C(=O)OC2	0%	0	0%	0	-1	17	-5	11%	-6%
COc1ccc(CCn2c(C)cc(C(=O)COC(=O)c3cnccn3)c2C)cc1	-5%	2	-8%	5	4	-12	4	-1.3%	-2%
Cc1onc(-c2ccccc2)c1C(=O)N1CC(C)OC(C)C1 (stereo not given)	8%	2	2%	-1	3	4	-2	0.1%	-2%
Cc1ccc(S(=O)(=O)NCc2ccccc2)s1	1%	-3	-13%	-1	7	42	9	1.9%	-6%
CC(C)(C)c1ccc(-c2cc(C(=O)NNC(=O)Nc3ccccc3)c3ccccc3n2)cc1	4%	-2	-8%	-2	3	-1	3	-0.7%	2%
Cc1ccc(Cn2cc(CCC(=O)O)c3ccccc32)cc1	-6%	8	-1%	9	2	-7	9	1.6%	-4%
O=C(CS(=O)(=O)Cc1ccccc1)NCCc1ccc(F)cc1	-3%	3	-2%	3	1	-6	16	0.0%	1%
O=C(CCc1nc2ccccc2c(=O)[nH]1)OCC(=O)c1ccc(C2CCCCC2)cc1	-1%	2	0%	-6	2	-2	-2	16%	-1%
Cn1c(CNC(=O)C(C)(C)C)nc2ccccc21	3%	-5	1%	-5	2	11	7	-0.8%	-5%
CC1CC(C)CN(C(=O)c2cccc3c2-c2ccccc2C3=O)C1 (stereo not given)	6%	9	1%	4	0	-2	2	-0.5%	-2%
Cn1nnnc1SCc1cccc2ccccc12	7%	-5	-2%	-5	1	19	5	-1.3%	1%
COc1ccc(CC(=O)Oc2ccccc2C)cc1	10%	-5	0%	-1	7	-1	12	2.7%	-1%
N#C/C(=C/c1ccccc1)C(=O)OCC(=O)Nc1ccccc1[N+](=O)[O-]	0%	nt	2%	4	6	-1	1	2.7%	6%

Screens as filed in PubChem.
